High-throughput results from PubChem.
FXIa inh: inhibitors of human coagulation factor XIa | P03951 | purified human FXIa, fluorogenic AMC substrate cleavage | inhibition, % at 10 µM | 33,000 tested, 0.3% active;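 active = inhibition above 40% in the primary screen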;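 also: 0% = enzyme without compound and 100% = blank wells lacking enzyme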
FXIIa inh: inhibitors of human coagulation factor XIIa | purified human FXIIa, AMC substrate fluorescence, 2 h | 33,000 tested, 0.2% active | inhibition, % at 10 µM | P00748 | AID 701; in the data active = inhibition above about 30%;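 also: 0% = enzyme with vehicle only and 100% = no enzyme blank; many of its hits are not listed in these tables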
* marks the source's active call; other numbers are inactive results. These rows are one share of the data; count on the stated rates, not on these rows.

SMILES | FXIa inh | FXIIa inh
COc1ccccc1Cn1c(-c2ccccc2OC)nc2ccccc21 | -5 | 5
Cc1nc2ncnn2c(N2CCN(C(=O)Cc3cccs3)CC2)c1C | 5 | 11
Cc1nnc(NC(=O)CN2C(=O)c3ccccc3S2(=O)=O)s1 | 4 | 4
CCCCNc1oc(-c2ccc(OC)cc2)nc1S(=O)(=O)c1ccccc1 | 2 | -5
CCCCN(CC)Cc1ccc(CNC(=O)Nc2ccc(OCC)cc2)o1 | 14 | -14
COC(=O)C1=C(C)NC(C)=C(C(=O)OC)C1c1ccc2ccccc2n1 | -2 | 9
O=S(=O)(NCc1ccncc1)c1ccc(S(=O)(=O)NCC2CCCO2)cc1 (stereo not drawn) | 2 | 3
COc1ccc(CN=Cc2c(C(F)(F)F)[nH][nH]c2=O)cc1 | 19 | -17
O=C(CCC1CC(=O)Nc2ccccc21)NCc1ccc(F)cc1 (stereo not drawn) | 8 | 5
O=C(NCc1ccccn1)c1cc(-c2ccccc2Cl)on1 | -1 | 2
c1cncc(C2Nc3ccccc3-c3nc4ccccc4n32)c1 (stereo not drawn) | -16 | -19
CCn1c(=O)c(=O)[nH]c2cc(C(=O)Nc3ccc(S(=O)(=O)N4CCCC4)cc3)ccc21 | 1 | -8
CN(C)c1ccc(-c2n(C)c3ccccc3[n+]2C)cc1 | -5 | -5
CCOC(=O)COn1c(=O)c(C)[n+]([O-])c2ccccc21 | -6 | 9
COC(=O)c1ccc(COC(=O)CCc2nc(-c3ccccc3)c(-c3ccccc3)o2)cc1 | 10 | 10
COc1ccc(NC(=O)C2CCCN(S(=O)(=O)c3cccc4nonc34)C2)cc1 (stereo not drawn) | -5 | 8
c1cc(-c2nnc3n2CCC3)[nH]n1 | 3 | 7
Cc1cccc2sc(NC(=O)CN(C)S(=O)(=O)c3cccs3)nc12 | 3 | 5
COc1ccc(S(=O)(=O)N(CC(=O)NC(C)C)Cc2ccccc2)cc1 | -6 | -3
COc1ccccc1-n1c(C)cc(C=O)c1C | 18 | -10
Cc1ccc2[nH]c3c(c2c1)CN(C(=O)CN1CCCc2ccccc21)CC3 | -3 | 4
COc1ccccc1N1CCN(CC(=O)Nc2cc(C)nn2-c2nc(C)cc(C)n2)CC1 | 3 | 6
CC1CCCCN1Cc1ccc(-c2nnn(CC(=O)NC3CCCCC3)n2)cc1 (stereo not drawn) | -3 | 8
Cc1nc2c(ccc3c2ccc2nc(C)sc23)s1 | 0 | 12
CC(C)=C1SC(N2CCOCC2)=NC1=O | 0 | -1
New compounds follow
SMILES | FXIa inh | FXIIa inh
O=C(Nc1ccc2c(c1)OCO2)c1ccc[n+]([O-])c1 | 3 | 5
COCCN1C(=O)N(c2cccc(C)c2)C(=O)C1CC(=O)Nc1ccc(F)cc1 (stereo not drawn) | 0 | 6
Nc1c(C(=O)NCc2ccco2)sc2nc3c(cc12)C(=O)CCC3 | 2 | 7
CCOC(=O)C1CCN(CCC(=O)Nc2ccc(Cl)cc2)CC1 | -10 | -2
CCOC(=O)c1c(NC(=O)Nc2cccc(Cl)c2)sc(C)c1C | -5 | 4
Cn1c(NC(=O)Cc2ccc(F)cc2)cc(=O)n(C)c1=O | -2 | 10
CCCc1cc(=O)[nH]c(SCc2ccc(C#N)cc2)n1 | -3 | 9
COc1ccc(-c2cc(-n3c(C(F)(F)F)nc4ccccc43)n(CCC#N)n2)cc1 | 2 | -17
CCn1c(Cc2ccc(OC)cc2)nnc1SCC(=O)Nc1nc2ccccc2s1 | -1 | -3
Cc1ccc(NC(=O)Cn2c(CCC(=O)O)ccc2-c2cccs2)cc1 | 10 | 4
Cc1ccc(-c2nc(=S)c3c(n2CCN2CCOCC2)CC(C)(C)OC3)cc1 | -4 | 8
COc1cc2nc(N3CCN(C(=O)c4ccco4)CC3)nc(N)c2cc1OC | -9 | -16
Cc1ccc(S(=O)(=O)Nc2cccc(-c3cn4ccsc4n3)c2)cc1 | -2 | 5
O=C(CCc1ccccc1)c1ccc2c(c1)OCCCO2 | 17 | -12
CC1(C)CC(C)(c2ccc(O)cc2O)N(c2ccc3ccccc3c2)C(=S)N1 (stereo not drawn) | -2 | -3
CC1CCN(S(=O)(=O)c2ccc(S(=O)(=O)NCc3ccccc3)cc2)CC1 | -4 | 8
CCc1cc(=O)oc2cc(OCC(=O)N3CCc4ccccc43)ccc12 | 5 | 4
O=C1C2C3C=CC(C3)C2C(=O)N1c1cccnc1 (stereo not drawn) | -4 | 3
CCCCCCCOC(=O)c1ccc(OC(=O)c2cccnc2)cc1 | 10 | 8
Cc1ccc(C(=O)n2c3ccccc3c3ccccc32)cc1 | -2 | 1
Cc1ccc(C(C)C)cc1OCCOCCN1CCCC1 | 12 | -11
COc1ccc(S(=O)(=O)NC(C)C(=O)Nc2ccccc2C(F)(F)F)cc1 (stereo not drawn) | 6 | 5
CCCCN1CC(C(=O)NCc2ccc(C)cc2)CC1=O (stereo not drawn) | -7 | 1
Cc1ccc(-n2c(SCc3ccc(C#N)cc3)nnc2-c2ccccn2)cc1 | 0 | 4
Cc1nc2ncnn2c(C)c1Cc1ccccc1Cl | 1 | 5

3 entries already listed, sorted by the number in FXIIa inh, smallest number first:
| Compound | FXIIa inh |
| --- | --- |
| COc1cc2nc(N3CCN(C(=O)c4ccco4)CC3)nc(N)c2cc1OC | -16 |
| CCCCN1CC(C(=O)NCc2ccc(C)cc2)CC1=O (stereo not drawn) | 1 |
| c1cc(-c2nnc3n2CCC3)[nH]n1 | 7 |

Next entries:
SMILES | FXIa inh | FXIIa inh
Cc1ccc(-c2nc3ccccn3c2NCc2ccc3c(c2)OCO3)cc1 | -4 | -12
CCOC(=O)N1CCN(C(=O)c2ccc(-n3c(=S)[nH]c4ccccc4c3=O)cc2)CC1 | -2 | 4
Nn1c(COc2cccc(Br)c2)nnc1SCC(=O)N1CCc2ccccc2C1 | -2 | -16
CCN(CC(O)Cn1c2ccccc2c2ccccc21)S(=O)(=O)c1ccc(F)cc1 (stereo not drawn) | -7 | 6
Cc1c(NC(=O)c2cc3ccccc3o2)c(=O)n(-c2ccccc2)n1C | 57* | 7
Cc1ccc(S(=O)(=O)N2CCCC(C(=O)NCc3ccco3)C2)cc1Cl (stereo not drawn) | 2 | 18
CC(CCc1ccccc1)NC(=O)c1ccco1 (stereo not drawn) | 2 | 5
COC(=O)c1cccc(NC(=O)CSc2nc(=O)cc(N)n2-c2ccccc2)c1 | -1 | 4
CC(NC(=O)CSc1nnc(COc2ccccc2)o1)c1ccccc1 (stereo not drawn) | -2 | 2
COc1ccc(/C=C/c2ccncc2)cc1 | -6 | 4
COc1ccccc1NC(=O)CCc1c(C)[nH]c(=O)c(C#N)c1C | -1 | -13
CC(=O)C1=C(c2ccccc2)NC(=O)NC1c1ccccc1OCC(=O)Nc1ccccc1 (stereo not drawn) | 26 | -15
CCCCC(=O)c1ccc(O)cc1 | 2 | 7
COc1ccc(-c2nnc(SCC(=O)NCc3cccs3)n2C(C)C)cc1 | -5 | -1
CCOC(=O)c1ccc(NC(=O)Cn2nnc(-c3ccc(C)cc3)n2)cc1 | -1 | -10
Cc1ccc2nsnc2c1S(=O)(=O)NCCc1c(C)[nH]c2ccc(F)cc12 | 12 | 0
CCn1c(SCC(=O)NCc2ccco2)nnc1-c1c[nH]c2ccccc12 | -7 | 8
COC(=O)C(C(C)=O)C1=C/C(=N\S(=O)(=O)c2ccc(C)cc2)c2ccccc2C1=O (stereo not drawn) | 0 | 8
Cc1ccc(C(=O)Nc2cc(=O)n(C)c(=O)n2C)cc1C | 1 | 6
Cc1ccc(N2C(=O)N(CC(=O)N3CCCc4ccccc43)C(=O)C2C)cc1 (stereo not drawn) | 5 | 7
COC(=O)Nc1sc2c(c1C(=O)NCc1ccco1)CCCC2 | -1 | -16
CCc1ccc(NC(=O)CN(c2cccc(C)c2)S(C)(=O)=O)cc1 | -2 | -3
CCN(C(=O)CSc1nc(-c2ccccc2)c(-c2ccccc2)[nH]1)C1CCS(=O)(=O)C1 (stereo not drawn) | 25 | -13
COC(=O)c1[nH]c2cccc(C)c2c1NC(=O)CN1CCN(C(=O)c2ccco2)CC1 | 2 | 9
Cc1ccc(OCC(=O)Nc2ccc(N(C)C)cc2)cc1 | 0 | 4
(further entries)
SMILES | FXIa inh | FXIIa inh
CC1Cc2ccccc2N1C(=O)c1cnc2sccn2c1=O (stereo not drawn) | 7 | 7
COc1cc(N2CCCC2)c(OC)cc1/C=c1/sc2nc3ccccc3n2c1=O | 4 | 8
CC1CC(C)CN(c2cc(=O)n(Cc3ccc(F)cc3)c(=O)[nH]2)C1 (stereo not drawn) | 3 | 10
O=C(CSCc1ccccc1)N1CCN(c2ccc(F)cc2)CC1 | 7 | 6
CN(C)CCCOC(=O)c1ccccc1Cl | -5 | 0
CC(=O)Nc1nc2c(c3c1c(=O)oc1ccccc13)CC(C)CC2 (stereo not drawn) | 3 | 0
CC(=O)Nc1ccc(OCC(O)Cn2nc(C)c(Br)c2C)cc1 (stereo not drawn) | 0 | 7
C=CCNc1sc(C(=O)c2ccccc2)c(N)c1C#N | 3 | 7
O=C(Oc1cc(-c2ccccc2)no1)c1cccc(C(F)(F)F)c1 | 1 | 10
COCCn1c(-c2ccc(OC)cc2)nc2ccccc21 | 25 | -9
Nc1[nH]n(-c2ccccc2)c(=O)c1N=Nc1ccccc1[N+](=O)[O-] | -9 | 5
CCNc1cc2oc(=O)c(CN3CCOCC3)c(C)c2cc1C | -30 | -111
O=S(=O)(c1ccc(Cl)s1)N1CCC(Cc2ccccc2)CC1 | 10 | 4
CCN1C(=O)N(CC)C(O)(c2ccccc2)C1(O)c1ccccc1 (stereo not drawn) | 11 | 8
Cc1c(C(=O)N2CCCCCC2)nnn1-c1nonc1N | 2 | 0
COc1cccc(/C=C/C(=O)c2ccc[nH]2)c1 | -7 | 3
O=C(Nn1c(=O)[nH]c2ccccc2c1=O)c1ccco1 | -7 | 6
Cc1ccc(-c2noc(CSc3nnc(CCc4ccccc4)n3-c3ccccc3)n2)cc1 | -11 | -2
Cc1c(C(=O)NCC2COc3ccccc3O2)oc2ccc(S(=O)(=O)N3CC(C)CC(C)C3)cc12 (stereo not drawn) | 10 | 9
CCn1c(Cc2ccc(OC)cc2)nnc1SCC(=O)N1CCN(c2ccccc2)CC1 | 19 | -16
CCOc1ccc(Cl)cc1S(=O)(=O)n1nnc2ccccc21 | -1 | -11
C=CCn1c(N)c(C(=O)NCc2cccnc2)sc1=S | -9 | -5
COc1ccc(C(=O)NC(CC(C)C)C(=O)O)cc1OC (stereo not drawn) | -20 | 2
CCOC(=O)C1=C(C)N(C)C(=O)NC1c1c(C)nn(-c2ccc(C)cc2)c1Cl (stereo not drawn) | 7 | 0
Cn1c(SCC(=O)NC2CC2)nnc1-c1cccc(NC(=O)c2ccccc2F)c1 | 3 | 5

Shown as labelled records: entries from further up
compound: O=C(Nc1ccc2c(c1)OCO2)c1ccc[n+]([O-])c1
  FXIa inh = 3
  FXIIa inh = 5

compound: COCCN1C(=O)N(c2cccc(C)c2)C(=O)C1CC(=O)Nc1ccc(F)cc1 (stereo not drawn)
  FXIa inh = 0
  FXIIa inh = 6

compound: Nc1c(C(=O)NCc2ccco2)sc2nc3c(cc12)C(=O)CCC3
  FXIa inh = 2
  FXIIa inh = 7

compound: CCOC(=O)C1CCN(CCC(=O)Nc2ccc(Cl)cc2)CC1
  FXIa inh = -10
  FXIIa inh = -2

(list continues)
SMILES | FXIa inh | FXIIa inh
CCNC(=O)CN1C(=O)NC(CCc2ccccc2)C1=O (stereo not drawn) | 3 | 4
Cn1c(=N)n(CC(O)c2ccccc2)c2ccccc21 (stereo not drawn) | 2 | 4
O=C(COC(=O)c1ccc2ccccc2n1)Nc1ncc(C(F)(F)F)cc1Cl | -3 | 1
O=C(Nc1ccccc1Cl)N1CCN(c2ccc3nncn3n2)CC1 | 5 | 2
Cc1cc(C)nc(Sc2ncnc3sc4c(c23)CCC4)n1 | 29 | -19
COC(=O)c1sccc1NC(=O)c1ccc(Br)s1 | 18 | -12
O=[N+]([O-])c1cccnc1N1CCC(c2cc(-c3ccc(Cl)cc3Cl)n[nH]2)CC1 | 15 | -9
O=C(Nc1cccc(Cl)c1Cl)C1CC(=O)N(c2ccc(Br)cc2)C1 (stereo not drawn) | 1 | 2
O=C(/C=C/Sc1ccccc1)c1ccccc1 | 1 | 5
COc1ccc2cc3cc(C(=O)NCc4ccco4)oc3nc2c1 | -8 | -30
C=CCOc1ccc(C(=O)NC2CCCCC2)cc1 | 5 | 8
COCCn1c(=S)[nH]c2ccc(N(C)C)cc2c1=O | -1 | -10

One compound at a time, as listed above. Screens in order: FXIa inh	FXIIa inh
Cc1cc(C)nc(Sc2ncnc3sc4c(c23)CCC4)n1 as listed: 29	-19
O=C(Nc1cccc(Cl)c1Cl)C1CC(=O)N(c2ccc(Br)cc2)C1 (stereo not drawn) as listed: 1	2
COc1ccc2cc3cc(C(=O)NCc4ccco4)oc3nc2c1 as listed: -8	-30

Four compounds picked at random from the list so far:
SMILES | FXIa inh | FXIIa inh
COC(=O)c1sccc1NC(=O)c1ccc(Br)s1 | 18 | -12
C=CCOc1ccc(C(=O)NC2CCCCC2)cc1 | 5 | 8
O=C(COC(=O)c1ccc2ccccc2n1)Nc1ncc(C(F)(F)F)cc1Cl | -3 | 1
Cn1c(=N)n(CC(O)c2ccccc2)c2ccccc21 (stereo not drawn) | 2 | 4
